# Compound activity deposited in PubChem by National Center for Advancing Translational Sciences (NCATS).
# WRN inhibitor = blocks human WRN helicase; Q14191; WRN helicase unwinding, fluorescent forked duplex, kinetic; Potency, µM (highest dose often 114 µM), inactives show at the top dose activity change, negative = inhibition, most hits filed as inhibitors; 360,000 tested, 0.46% active; further: potency means the concentration at half of the fitted maximal effect; on the % scale 0 is the no-effect control and ±100 the full control effect; nearly all actives have a fitted effect of over 55% in size
# Target sequence (Q14191 whole entry, looked up): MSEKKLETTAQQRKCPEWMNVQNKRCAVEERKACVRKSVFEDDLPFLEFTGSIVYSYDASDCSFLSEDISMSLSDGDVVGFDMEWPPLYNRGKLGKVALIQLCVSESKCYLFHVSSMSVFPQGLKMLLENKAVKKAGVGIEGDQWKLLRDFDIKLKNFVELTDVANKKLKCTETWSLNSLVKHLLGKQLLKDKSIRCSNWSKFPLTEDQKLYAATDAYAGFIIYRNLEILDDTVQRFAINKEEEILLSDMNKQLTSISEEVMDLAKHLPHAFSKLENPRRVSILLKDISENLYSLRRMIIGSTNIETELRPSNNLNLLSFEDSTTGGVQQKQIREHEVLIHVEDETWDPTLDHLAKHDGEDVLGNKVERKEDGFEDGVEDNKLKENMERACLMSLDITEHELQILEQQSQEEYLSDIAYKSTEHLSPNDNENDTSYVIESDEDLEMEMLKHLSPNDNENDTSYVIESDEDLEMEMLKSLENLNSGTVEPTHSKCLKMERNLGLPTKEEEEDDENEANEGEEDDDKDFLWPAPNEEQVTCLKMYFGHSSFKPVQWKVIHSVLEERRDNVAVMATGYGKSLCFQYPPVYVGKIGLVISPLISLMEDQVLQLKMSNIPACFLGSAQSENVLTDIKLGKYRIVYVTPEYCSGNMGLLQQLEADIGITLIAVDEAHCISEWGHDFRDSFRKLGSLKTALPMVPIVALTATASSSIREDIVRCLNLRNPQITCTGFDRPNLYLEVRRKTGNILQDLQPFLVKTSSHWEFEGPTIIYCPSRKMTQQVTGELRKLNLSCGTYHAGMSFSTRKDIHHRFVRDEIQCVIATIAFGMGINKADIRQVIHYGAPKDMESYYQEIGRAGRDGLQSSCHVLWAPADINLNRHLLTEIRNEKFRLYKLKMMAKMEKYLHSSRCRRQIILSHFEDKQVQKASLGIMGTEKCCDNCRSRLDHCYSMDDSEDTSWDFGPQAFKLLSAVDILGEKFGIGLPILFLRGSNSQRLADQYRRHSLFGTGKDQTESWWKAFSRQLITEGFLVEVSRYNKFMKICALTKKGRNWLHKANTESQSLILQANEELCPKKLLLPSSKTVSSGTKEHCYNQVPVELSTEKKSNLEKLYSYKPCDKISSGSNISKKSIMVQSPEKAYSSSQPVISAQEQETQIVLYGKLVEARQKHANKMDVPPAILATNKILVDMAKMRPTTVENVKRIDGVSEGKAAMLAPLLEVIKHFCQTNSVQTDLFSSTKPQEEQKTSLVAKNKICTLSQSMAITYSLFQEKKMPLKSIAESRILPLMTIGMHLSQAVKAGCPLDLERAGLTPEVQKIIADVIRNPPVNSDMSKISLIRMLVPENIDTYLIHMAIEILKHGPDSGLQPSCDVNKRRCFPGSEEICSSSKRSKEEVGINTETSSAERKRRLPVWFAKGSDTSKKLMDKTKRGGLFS
#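 WRN at 20 nM final was preincubated with compound for 15 min at room temperature; reaction started with 100 nM forked duplex oligonucleotide carrying fluorophore and quencher plus 2 mM ATP (final). Unwinding followed kinetically by red fluorescence (ex 525/em 598 nm).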
# KB-V1 MDR tox = KB-V1 MDR subline cytotoxicity. KB-V1 MDR cells viability, CellTiter-Glo, 72 h. Potency, µM (series often up to 46.1 µM), for the others: at the top dose activity change, negative = cytotoxicity, hits mostly cytotoxic. 400,000 tested, 3.4% active. AID 1347076; further: potency means the concentration at half of the fitted maximal effect; on the % scale 0 is the no-effect control and ±100 the full control effect; nearly all actives have a fitted effect of over 60% in size
#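 Cytotoxicity via CellTiter-Glo luminescence after 72 h compound exposure at 37 degrees C. Cells: drug-selected KB-V1 line, DMEM phenol-red free plus 10% FBS. Compounds tested at multiple concentrations; normalized data fitted to concentration-effect curves.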
# IL1B secr inh = inhibitors of inflammasome signaling (IL-1 beta secretion). 360,000 tested, 4.7% active. activity change, % at 57.5 µM. THP-1 LPS/ATP IL-1B secretion, AlphaLISA, 16 h; active compounds read low; in the data active means activity change below about -50%; inconclusive means mostly about -30% to -49%; further: on the % scale 0 is the no-effect control and ±100 the full control effect
#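 THP-1 cells pretreated 1 hr with compounds (up to 57.5 uM final), then stimulated with LPS (250 ng/mL final) plus ATP (1.25 mM final); secreted IL-1B measured by AlphaLISA after 16 hr, decreased signal indicating inhibition.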
# HT1080-NT tox = kills 2HG-producing HT-1080-NT fibrosarcoma cells; AID 686970; 360,000 tested, 1.6% active; Potency, µM (highest dose often 46.1 µM), inactives show top-dose activity, negative = less viability, hits mostly cytotoxic; HT-1080-NT fibrosarcoma viability, CellTiter-Glo ATP luminescence, 48 h;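 further: NT is the 2HG producing partner of a matched IDH1 knockdown line; potency means the concentration at half of the fitted maximal effect; 0% = DMSO-treated cells and -100% = media-only wells without cells; nearly all actives have a fitted effect of over 55% in size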
#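 Read-out is CellTiter-Glo luminescence after 10 minutes at room temperature, following 48 hours' compound treatment of HT-1080-NT cells (750 cells/well, RPMI, 5% FBS, 37 degrees C).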
# MCF10A rerep = DNA re-replication induction in MCF 10a cells; MCF 10A DNA re-replication, Hoechst nuclear intensity, 48 h; Potency, µM (series often up to 46.1 µM), inactives show at the top dose activity, positive = re-replication, most hits filed as activators; 350,000 tested, 2.9% active; further: potency means the concentration at half of the fitted maximal effect; % of control where 0% means no effect; nearly all actives have a fitted effect of over 50% in size
# KB-3-1 cytotox = kills parental KB-3-1 adenocarcinoma cells | Potency, µM (doses to about 46.1 µM), inactives show at the highest dose activity change, negative = cytotoxic, most hits filed as cytotoxic | AID 1347075 | KB-3-1 viability, CellTiter-Glo ATP luminescence, 72 h | 400,000 tested, 1.4% active; further: potency means the concentration at half of the fitted maximal effect; on the % scale 0 is the no-effect control and ±100 the full control effect; nearly all actives have a fitted effect of over 60% in size
#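 Cells are dispensed, compounds pinned in, plates held at 37 °C for 72 h, then CellTiter-Glo is added and luminescence read after 10 minutes. Cell line: parental KB-3-1 in phenol-red-free DMEM, 10% FBS.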
# ATXN2 expr inh = inhibitors of ATXN2 expression | Potency, µM (highest dose often 57 µM), for the others: at the top dose activity change, negative = inhibition, most hits filed as inhibitors | 360,000 tested, 0.72% active | AID 1745845 | HEK-293 ATXN2-luciferase reporter, luminescence, 24 h; further: potency means the concentration at half of the fitted maximal effect; on the % scale 0 is the no-effect control and ±100 the full control effect; nearly all actives have a fitted effect of over 55% in size
#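 qHTS (up to 57 uM final) was run with 24 h compound exposure of reporter cells at 37 °C. Each well was multiplexed: SteadyGlo luminescence measured ATXN2-luciferase expression after a fluorogenic Gly-Phe-AFC viability readout (25 uM final).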
# SW480 rerep = inducers of DNA re-replication in SW480 colon cancer cells; SW480 DNA re-replication, Hoechst DNA content imaging, 48 h; Potency, µM (highest dose often 46.1 µM), without a hit: at the top dose re-replication activation, actives largely listed as activators; 340,000 tested, 1.8% active; further: potency means the concentration at half of the fitted maximal effect; % of control where 0% means no effect; nearly all actives have a fitted effect of over 55% in size
#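 Compounds, transferred as 23 nL by pin tool, were incubated with cells for 48 hr; DNA content per nucleus was then quantified by Hoechst staining and fluorescence plate imaging.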
# HT1080 IDH1KD tx = toxicity to HT-1080 IDH1 knockdown cells (counter line) | HT-1080 IDH1 knockdown viability, ATP luminescence, 48 h | Potency, µM (doses to about 46.1 µM), for inactives: at the top dose activity, negative = toxicity, usual class: cytotoxic | 360,000 tested, 2% active | AID 686971;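 further: potency means the concentration at half of the fitted maximal effect; 0% = DMSO wells and -100% = cell-free medium wells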
#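 HT-1080-IDH1KD cells (IDH1 knocked down), 750/well in RPMI with 5% FBS, treated with compound 48 h at 37 degrees C. Viability by CellTiter-Glo luminescence, normalised to DMSO and no-cell wells; concentration-response curves classed.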
# An asterisk follows results filed as active; i = inactive; ? = inconclusive; . = not tested or not shown; [ ] = remark or other dose. Unless noted, the call rests on the fitted dose curve; in most records, active means well fitted curve in the direction sought with a large enough effect; inconclusive means small, poorly fitted or top-dose-only effect, or another doubt; inactive means no such curve, though single readings can be large; an effect the other way counts as inactive or inconclusive.
# A first look:
SMILES,WRN inhibitor,KB-V1 MDR tox,IL1B secr inh,HT1080-NT tox,MCF10A rerep,KB-3-1 cytotox,ATXN2 expr inh,SW480 rerep,HT1080 IDH1KD tx
CC1=CC(=O)C(C(C)=Nc2ccccc2Cl)C(=O)O1 (stereo unspecified),-8%,24%,-18,3%,0%,2%,0%,3%,10%
O=C(CC(c1ccccc1O)N1CCCCC1)N1CCCCC1 (stereo unspecified),-4%,0%,0,24%,0%,3%,.,-25%,11%
CCCCCC(=O)c1c(C)[nH]c(C(=O)OCC)c1C,-15%,0%,-15,-16%,9%,-10%,12%,?,-27%
O=C1Nc2ccc(F)cc2C12Nc1ccccc1-c1nnc(SCc3ccccc3)nc1O2 (stereo unspecified),-20%,0%,7,5%,16%,-5%,-7%,-3%,-15%
CCN(CCCNC(=O)C1CCC(=O)N1C1CCCC1)c1cccc(C)c1 (stereo unspecified),0%,1%,-1,6%,7%,-1%,-14%,-4%,0%
COc1ccccc1CN1CC(C(=O)N(C)CCc2nc3ccc(F)cc3[nH]2)CCC1=O (stereo unspecified),-1%,?,0,4%,1%,1%,6%,-9%,4%
Cc1cc(-c2ccc(Cl)cc2Cl)c(C#N)c(=O)[nH]1,-4%,8%,9,3%,24%,14%,42%[activator],-2%,-13%
CN(C(=O)c1cccc(NC(=O)Cc2ccc(NC(=O)C3CCN(C(=O)C4CCCCC4)CC3)cc2)c1)C1CCC1,5%,-1%,-1,0%,-3%,-2%,10%,11%[9.22 µM],-8%
O=S(=O)(/N=C(/Nc1ccccc1)C(F)(F)F)c1ccccc1,8%,-1%,13,10%,-9%,-9%,-5%,-12%,5%
O=C(Nc1cc(S(=O)(=O)N2CCCC2)ccc1OCC(F)(F)F)c1ccccc1F,-9%,-1%,-4,0%,-5%,-1%,1%,-5%,5%

# The list itself (from the top)
SMILES,WRN inhibitor,KB-V1 MDR tox,IL1B secr inh,HT1080-NT tox,MCF10A rerep,KB-3-1 cytotox,ATXN2 expr inh,SW480 rerep,HT1080 IDH1KD tx
CC1=CC(=O)C(C(C)=Nc2ccccc2Cl)C(=O)O1 (stereo unspecified),-8%,24%,-18,3%,0%,2%,0%,3%,10%
O=C(CC(c1ccccc1O)N1CCCCC1)N1CCCCC1 (stereo unspecified),-4%,0%,0,24%,0%,3%,.,-25%,11%
CCCCCC(=O)c1c(C)[nH]c(C(=O)OCC)c1C,-15%,0%,-15,-16%,9%,-10%,12%,?,-27%
O=C1Nc2ccc(F)cc2C12Nc1ccccc1-c1nnc(SCc3ccccc3)nc1O2 (stereo unspecified),-20%,0%,7,5%,16%,-5%,-7%,-3%,-15%
CCN(CCCNC(=O)C1CCC(=O)N1C1CCCC1)c1cccc(C)c1 (stereo unspecified),0%,1%,-1,6%,7%,-1%,-14%,-4%,0%
COc1ccccc1CN1CC(C(=O)N(C)CCc2nc3ccc(F)cc3[nH]2)CCC1=O (stereo unspecified),-1%,?,0,4%,1%,1%,6%,-9%,4%
Cc1cc(-c2ccc(Cl)cc2Cl)c(C#N)c(=O)[nH]1,-4%,8%,9,3%,24%,14%,42%[activator],-2%,-13%
CN(C(=O)c1cccc(NC(=O)Cc2ccc(NC(=O)C3CCN(C(=O)C4CCCCC4)CC3)cc2)c1)C1CCC1,5%,-1%,-1,0%,-3%,-2%,10%,11%[9.22 µM],-8%
O=S(=O)(/N=C(/Nc1ccccc1)C(F)(F)F)c1ccccc1,8%,-1%,13,10%,-9%,-9%,-5%,-12%,5%
O=C(Nc1cc(S(=O)(=O)N2CCCC2)ccc1OCC(F)(F)F)c1ccccc1F,-9%,-1%,-4,0%,-5%,-1%,1%,-5%,5%
CCOC(=O)C1=C(C)OC2(O)c3ccccc3C(=O)C12O (stereo unspecified),25%,26%,-6,-9%,?,3%,.,7%,-1%
COc1cc2c(cc1NC(=O)COC(=O)c1ccc(C(C)(C)C)cc1)oc1ccccc12,1%,6%,0,17%,?,3%,-11%,?,16%
COc1ccc(N2C(=O)C3CCCN3C2=O)cc1 (stereo unspecified),-5%,26%,0,20%,0%,0%,1%,-1%,14%
O=C(NCCS(=O)(=O)NCc1cccs1)c1ccccc1,4%,1%,-19,-4%,.,-6%,.,.,-1%
O=C(CN1CCOc2ccccc21)N1CCC(Cc2ccccc2)CC1,-1%,?,17,-2%,3%,?,-18%,-6%,-2%
Clc1ccc2oc(-c3cccnc3NCc3ccccc3)nc2c1,1%,1%,10,-1%,16µM*,9%,9%,?,-3%
Cc1c(OC(C)C(=O)NCCCN2CCOCC2)ccc2c3c(c(=O)oc12)CCC3 (stereo unspecified),-1%,?,0,-1%,-1%,?,4%,26%,-2%
Cc1ccccc1NC(=O)CN1C(=O)COc2ccc(Cl)cc21,1%,1%,-4,2%,9%,8%,4%,-1%,1%
CC(C)C[C@H](NC(=O)c1nc[nH]c1C(=O)NC1CCN(C(=O)OC(C)(C)C)CC1)C(=O)OCc1ccccc1,-7%,?,-79*,?,?,?,?,10%,-29%
Cc1ccc(S(=O)(=O)CCC(=O)Nc2cc(C)on2)cc1,3%,13%,12,5%,.,0%,.,.,9%
COc1cc2cc(Oc3ccc4ccc(=O)oc4c3)c(=O)oc2cc1O[C@@H]1O[C@H](CO)[C@@H](O)[C@H](O)[C@H]1O,?,12%,22,7%,1%,0%,3%,3%,4%
CCC(OC(=O)c1nsc(Cl)c1Cl)C(=O)NCC1CCCO1 (stereo unspecified),-1%,29%,2,13%,0%,3%,?,-16%,25%
COC(=O)c1ccccc1NC(=S)N1CCC(N2CCCCC2)CC1,3%,-1%,-2,3%,-4%,?,.,-1%,-5%
COc1ccc(C2c3[nH]c4ccccc4c3C[C@H]3C(=O)N(c4ccccc4C(=O)NCCN4CCOCC4)C(=O)N23)cc1 (stereo partly specified),4%,4%,-1,-9%,-15%,0%,8%,2%,0%
C/C(=N\NC(=O)c1ccccc1)c1ccc(N2CCCCC2)cc1,-4%,7%,-8,4%,3%,8%,44%[activator],-4%,17%

# Following part:
SMILES,WRN inhibitor,KB-V1 MDR tox,IL1B secr inh,HT1080-NT tox,MCF10A rerep,KB-3-1 cytotox,ATXN2 expr inh,SW480 rerep,HT1080 IDH1KD tx
CCOc1ccc(CSC(=N)N)cc1[N+](=O)[O-],-19%,?,-97*,?,?,?,-14%,?,?
Cc1ccc(C)c(N2CCN(C(=O)CCC(=O)N3CCOc4ccc(Cl)cc43)CC2)c1,-6%,?,-14,?,14%,?,?,4%,?
O=C(CNC(=O)c1ccccc1)OC1CCCCC1,1%,3%,0,14%,0%,0%,-5%,-4%,4%
CCCSc1nc(C)cc(C)c1S(C)(=O)=O,5%,-18%,14,-16%,-2%,17%,-12%,-4%,-1%
Cc1cccc(-c2cc(C(=O)Nc3ccc4c(c3)OCCO4)c3ccccc3n2)c1,-10%,?,-20,-19%,12%,5%,3%,-2%,4%[9.24 µM]
Cc1ccccc1NC(=O)c1ccc(Nc2c([N+](=O)[O-])cc([N+](=O)[O-])c3ccccc23)cc1,-6%,16µM*,i,-17%,-3%,1%,-28%,6%,-8%
O=C(NCc1ccccc1)C1C(=O)Nc2ccccc2C(=O)N1Cc1ccccc1 (stereo unspecified),3%,-5%,-9,13%,.,11%,.,.,13%
O=[N+]([O-])c1ccccc1S(=O)(=O)NC1CCCC1,3%,11%,17,23%,-6%,9%,-5%,1%,14%
c1ccc(Cn2nnc3c(N4CCc5ccccc5C4)ncnc32)cc1,-2%,15µM*,-11,17%,?,-11%,-7%,4%,9%
Cc1ccc(CS(=O)Cc2ccc(C(=O)NCC(C)c3ccccc3)o2)cc1 (stereo unspecified),10%,-25%,-8,-10%,16%,-6%,-5%,?,-4%
COc1cc(-c2c(C#N)c(=O)[nH]c3c2c(C)nn3-c2ccccc2)ccc1O,?,16%,0,1%,?,-1%,3%,-2%,4%
CCCCNC(=O)NS(=O)(=O)c1ccc(C(=O)OC(C)C)o1,8%,14%,16,7%,9%,4%,1%,-37%[inhibitor],14%
Cc1nc2cc(NCc3ccc(Cl)cc3)ccc2n1C,6%,?,-19,-25%,-4%,-4%,-11%,0%,-19%
COc1ccc(C(=O)C(/C=N/O)=N/Nc2ccc(F)cc2)cc1,0%,6%,38,-11%,-10%,3%,11%,-4%,-16%
Cc1ccc(Oc2c(C)nc(-c3ccccc3)[nH]c2=O)cc1,-8%,0%,17,-8%,-2%,-27%,-20%,-5%,-6%
CC(=O)NCC(=O)OCC(=O)Nc1ccc(C(C)=O)cc1,11%,18%,22,3%,-1%,0%,-4%,-5%,7%
O=C(Nc1ccncc1)c1cncc(Br)c1,2%,-12%,-7,9%,-1%,-7%,7%,0%,-3%
CCOC(=O)c1c(-c2ccc(OC)cc2)oc2ccc(OCC(N)=O)cc12,-2%,-8%,29,-18%,?,8%,-16%,14%,?
Cn1c(=O)c2c(nc(NCCc3ccccc3)n2Cc2ccccc2)n(C)c1=O,-1%,6.5µM*,?,-9%,-1%,?,?,1%,-14%
